# Source: PubChem (National Center for Advancing Translational Sciences (NCATS))
# Menin-MLL TR inh: inhibitors of human menin-MLL interaction, mutant MLL peptide. Menin + Texas Red MLL mutant peptide, fluorescence polarization. Potency, µM (highest dose often 61.6 µM), for the others: at the highest dose FP activity change, negative = inhibition, actives largely listed as inhibitors. 270,000 compounds, 0.23% hits. AID 1768; active = well fitted inhibition curve with a large enough effect in the polarisation, with a control signal flat, not every such curve was filed as active; inconclusive = small, poorly fitted or top-dose-only effect, or effect the other way, or a change in a side signal; inactive = no such curve, though single readings can be large or run the other way; the % refers to the polarisation; note: potency is the fitted concentration of half-maximal effect; % of control where 0% means no effect; many of its hits are not listed in these tables
# Target sequence (O00255 whole entry, looked up): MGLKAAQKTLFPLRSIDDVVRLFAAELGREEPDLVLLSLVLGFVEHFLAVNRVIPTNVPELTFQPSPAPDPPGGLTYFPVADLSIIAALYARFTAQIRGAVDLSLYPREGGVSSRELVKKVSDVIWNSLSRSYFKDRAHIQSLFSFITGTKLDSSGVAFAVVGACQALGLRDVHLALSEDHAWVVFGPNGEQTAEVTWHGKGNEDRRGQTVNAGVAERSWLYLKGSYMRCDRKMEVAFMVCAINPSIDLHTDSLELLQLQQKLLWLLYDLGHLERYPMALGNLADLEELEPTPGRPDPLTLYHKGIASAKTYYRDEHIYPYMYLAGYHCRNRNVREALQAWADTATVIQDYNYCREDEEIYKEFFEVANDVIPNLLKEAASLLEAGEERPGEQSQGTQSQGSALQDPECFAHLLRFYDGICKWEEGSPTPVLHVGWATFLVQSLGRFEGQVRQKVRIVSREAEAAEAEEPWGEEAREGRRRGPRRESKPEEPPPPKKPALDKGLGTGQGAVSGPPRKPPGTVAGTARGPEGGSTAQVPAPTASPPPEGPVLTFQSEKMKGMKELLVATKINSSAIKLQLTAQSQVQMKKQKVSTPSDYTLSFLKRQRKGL
# TCR activator: activates T cell receptor signaling | primary human leukocytes, anti-CD3, IL-2 HTRF, 48 h | Potency, µM (highest dose often 9.22 µM), for the others: top-dose activation of IL-2 secretion, usual class: activators | 330,000 tested, under 10 active | AID 504894; note: % of control where 0% means no effect
#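 1) Mix primary human leukocytes, a-CD3 beads and compound. 2) Incubate 48 hr. 3) Add HTRF IL-2 reagents (a-IL-2-K, a-IL-2-d2).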
# TSHR antag: blocks TSH signaling through the human TSH receptor | TSHR-expressing cells, TSH-stimulated cAMP HTRF, 2 h; hits give low values | P16473 | 330,000 compounds, 0.2% hits | AID 504810 | activity change, negative = inhibition, % at 11.5 µM;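 active = activity change below a set negative limit, meaning inhibition stronger than a set level, cut at about -70% in these data; inconclusive = activity change between two set negative limits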; note: % is set by controls: 0 for no effect and ±100 for the full control effect
#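 Antagonism was scored as loss of TSH-driven cAMP in TSHR cells, stimulated with 4nM TSH (EC80) for 2 hours at 37 deg C and detected by homogeneous HTRF competition immunoassay.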
# TSG101-PTAP inh: blocks PTAP/TSG101 interaction to inhibit HIV-1 budding | Fluorescence polarization, FITC-PTAP peptide / Tsg101 binding | Potency, µM (doses to about 115 µM), for the others: top-dose activity change, negative = inhibition, most hits filed as inhibitors | 340,000 tested, under 10 active; active = well fitted inhibition curve with a large enough effect in the main read-out, with a control signal flat, not every such curve was filed as active; inconclusive = small, poorly fitted or top-dose-only effect, or effect the other way, or a change in a side signal; inactive = no such curve, though single readings can be large or run the other way; note: potency is the fitted concentration of half-maximal effect; % of control where 0% means no effect
#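 Compounds were pin-transferred onto Tsg101 binding domain (10 uM final) in HEPES pH 7.5 buffer, then FITC-PTAP peptide was added at 50 nM final. After 20 min at RT, polarization reported peptide displacement across a qHTS concentration series.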
# Integrin act MD: activates integrin-mediated alleviation for muscular dystrophy; alpha7betagal myoblasts, beta-gal FDG fluorescence, 48 h; Potency, µM (series often up to 38.3 µM), for the others: at the highest dose activation, hits mostly activators; 350,000 compounds, 0.064% hits; AID 624291;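 note: potency is the fitted concentration of half-maximal effect; 100% = response of the positive control SU9516; nearly all actives have a fitted effect of over 60% in size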
#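 alpha7betagal+/- myoblasts (passage 13, 250/well) treated 48 h at 37C with compounds at 1:260 dilution of DMSO stock. Lysed, then beta-galactosidase activity read as FDG fluorescence (ex 480/em 540) after 30 min, with pre-read for autofluorescence.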
# Mito fusion yeast: blocks mitochondrial division or promotes mitochondrial fusion; 320,000 compounds, 0.23% hits; S. cerevisiae fusion-defective mutant growth rescue, CellTiterGlo 48 h; Potency, µM (series often up to 46.1 µM), inactives show top-dose growth rescue (activation), actives largely listed as activators; AID 485298;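 note: potency is the fitted concentration of half-maximal effect; % of control where 0% means no effect; nearly all actives have a fitted effect of over 45% in size; temperature-sensitive fusion mutants such as fzo1-1 at 37 °C on non-fermentable ethanol glycerol medium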
#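 Read-out: ATP-based luminescence (CellTiterGlo, 10 min ambient) reporting growth of fusion-defective ts yeast after 48 hours at 37C on glycerol/ethanol YPEG medium in the presence of compound.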
# MLL CXXC-DNA inh: blocks binding of human MLL CXXC domain to DNA | Q03164 | MLL-CXXC / FITC-HOXA9 DNA fluorescence polarization | Potency, µM (doses to about 115 µM), without a hit: top-dose activity change, negative = inhibition, actives largely listed as inhibitors | 290,000 compounds, 0.037% hits | AID 2662; active = well fitted inhibition curve with a large enough effect in the polarisation, with a control signal flat, not every such curve was filed as active; inconclusive = small, poorly fitted or top-dose-only effect, or effect the other way, or a change in a side signal; inactive = no such curve, though single readings can be large or run the other way; the % refers to the polarisation; note: potency is the fitted concentration of half-maximal effect
#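 Steps: dispense CXXC domain solution (7 uM) → pin compounds or unlabeled HOX-A9 DNA control → 5 min ambient → add FLSN-HOX-A9 solution (50 nM) → spin → 30 min ambient → fluorescence polarization. Tris pH 7.5/NaCl/DTT/BSA buffer.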
# S-ASM inh: human S-ASM enzyme inhibition; placental ASM, HMU-PC fluorogenic substrate, 60 min; 340,000 compounds, 0.006% hits; P17405; Potency, µM (series often up to 57.5 µM), inactives show at the highest dose activity change, negative = inhibition, hits mostly inhibitors; note: potency is the fitted concentration of half-maximal effect
#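 Fluorescence read-out (Ex 386 nm, Em 447 nm) after stopping the reaction at pH 10. Enzyme: ASM from human placenta; substrate HMU-PC0, 9 uM final; 60 min, 37 °C. Compound preincubation 10 min, ambient temperature.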
# MBNL1-CUG inh: MBNL1-poly(CUG) RNA binding inhibition | Q9NR56 | TR-FRET MBNL1-His/biotin-(CUG)12 binding, 665/545 ratio | Potency, µM (top dose mostly 57.5 µM), without a hit: at the highest dose activity change, negative = inhibition, hits mostly inhibitors | 280,000 compounds, 0.036% hits; active = well fitted inhibition curve with a large enough effect in the signal ratio, with a control signal flat, not every such curve was filed as active; inconclusive = small, poorly fitted or top-dose-only effect, or effect the other way, or a change in a side signal; inactive = no such curve, though single readings can be large or run the other way; the % refers to the signal ratio; note: potency is the fitted concentration of half-maximal effect; % is set by controls: 0 for no effect and ±100 for the full control effect
# Target sequence (Q9NR56 whole entry, looked up): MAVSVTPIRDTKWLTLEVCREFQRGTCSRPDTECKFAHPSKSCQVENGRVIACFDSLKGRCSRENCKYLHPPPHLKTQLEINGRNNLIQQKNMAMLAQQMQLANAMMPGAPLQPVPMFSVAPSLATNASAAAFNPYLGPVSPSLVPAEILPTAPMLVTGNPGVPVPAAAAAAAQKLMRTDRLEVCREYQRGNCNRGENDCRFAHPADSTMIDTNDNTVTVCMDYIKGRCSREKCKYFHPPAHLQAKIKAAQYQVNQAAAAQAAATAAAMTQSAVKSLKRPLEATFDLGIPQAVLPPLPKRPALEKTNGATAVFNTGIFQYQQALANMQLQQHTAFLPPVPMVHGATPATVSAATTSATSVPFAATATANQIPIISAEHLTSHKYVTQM
#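 His-tagged MBNL1 binding to biotinylated (CUG)12 RNA was measured by TR-FRET using terbium anti-His antibody (0.055 ng/ul final) and streptavidin-XL665 (5 nM final). Compounds were titrated 92 nM to 58 uM; 60 min at room temperature.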
# A-T KAP1 phos: potential ataxia-telangiectasia treatment. […] A-T fibroblasts, KAP-1 phosphorylation AlphaLISA; neocarzinostatin DNA damage 30 min before lysis. Potency, µM (doses to about 57.5 µM), without a hit: at the top dose activation, hits mostly activators. 320,000 compounds, 0.19% hits; note: potency is the fitted concentration of half-maximal effect; % of control where 0% means no effect; nearly all actives have a fitted effect of over 45% in size
#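 ATM-like activity read as KAP-1 phosphorylation via AlphaLISA donor/acceptor antibody pairs after lysis and 6 hr at 25C. Cells were ATM-null patient fibroblasts ([…], hTERT), dosed 60 min, then exposed to the DSB inducer NCS for 30 min.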
# Active calls of the source: *; ? = inconclusive; . = not tested or not shown; [ ] = dose if it differs, or a comment. Unless noted, calls come from the whole dose curve; as a rule, active = well fitted curve in the direction sought with a large enough effect; inconclusive = small, poorly fitted or top-dose-only effect, or another doubt; inactive = no such curve, though single readings can be large; an effect the other way counts as inactive or inconclusive. A portion of the library; rates above refer to the full screens.
SMILES,Menin-MLL TR inh,TCR activator,TSHR antag,TSG101-PTAP inh,Integrin act MD,Mito fusion yeast,MLL CXXC-DNA inh,S-ASM inh,MBNL1-CUG inh,A-T KAP1 phos
N#Cc1ccccc1Sc1ccccc1C(=O)OCC(=O)NC12CC3CC(CC(C3)C1)C2,0.2%,7.9%[46.1 µM],-23.7,0.3%,-35.5%,29.3%,4.1%,-0.8%,10.4%,8.6%
Cn1cnnc1SCC(=O)c1cc2ccccc2o1,3.9%,1.1%,8.9,0.4%,-20.4%,-6.0%,-8.8%,4.2%,?,15.9%
COc1cc(N/N=C/c2ccccc2O)ncn1,8.7%,-0.1%[46.1 µM],-4.7,-2.8%,9.8%,-12.4%,?,339.9%[activator],7.5%,1.7%
CC(=O)c1cnc2nc(SCc3ccc(C)cc3)nn2c1C,1.1%,.,1.0,2.6%,-12.9%,7.3%,1.8%,-3.9%,1.1%,0.5%
COc1cccc(CNC(=O)COC(=O)/C(C#N)=C/c2ccc(N(C)C)cc2)c1,.,-2.3%,-5.4,0.2%,-24.4%,0.5%,.,-5.2%,.,-0.1%
C=C(C)c1cccc(C(C)(C)NC(=O)NNC(=O)c2ccccc2O)c1,2.8%,2.3%,-2.9,0.1%,-48.7%[inhibitor],0.9%,-8.2%,-2.8%,-6.4%,-2.2%
CC(=O)N1CCN(CC(=O)Nc2c(Cl)cccc2Cl)CC1,-5.7%,.,8.8,-3.3%,-19.1%,-9.7%,-4.0%,-1.5%,-2.6%,-6.7%
Cc1ccc(NC(=O)c2ccc(NCCN)c([N+](=O)[O-])c2)cc1,12.7%,5.0%[46.1 µM],14.2,0.0%,-1.7%,-9.8%,?,-20.9%,?,-6.8%
Cn1c(O)c(N=NC(=O)CNC(=O)c2ccco2)c2ccccc21,5.0%,-2.2%[46.1 µM],5.2,0.3%,0.7%,1.0%,3.4%,-2.8%,?,-2.2%
Cc1cccc(C(=O)NNC(=O)c2cccc([N+](=O)[O-])c2)c1,5.2%,-9.1%,-2.3,-2.7%,2.6%,-5.5%,-3.8%,-0.4%,?,0.2%
Cc1nc(C)c(C(=O)C2=C(O)C(=O)N(CCCN(C)C)C2c2ccco2)s1 (configuration not stated),-3.3%,.,-2.0,.,.,-2.1%,2.8%,.,7.7%,1.6%
Cc1c(NC(=O)CSc2nnc(-c3cccc(Cl)c3)o2)c(=O)n(-c2ccccc2)n1C,-9.2%,3.9%,-2.9,-4.0%,5.3%,2.6%,1.4%,1.7%,7.0%,4.6%
CCOC(=O)N1CCN(C(=O)C2CCN(Cc3ccc(OC)cc3OC)CC2)CC1,6.6%,-4.0%,41.1,0.0%,-24.7%,3.9%,9.2%,0.9%,.,6.6%
CCc1ccc(N(CC(=O)O)S(=O)(=O)c2c(C)noc2C)cc1,13.7%,-1.8%,-0.9,-2.7%,26.0%,-1.4%,-5.3%,-0.1%,-3.0%,8.4%
COc1ccc(CCCc2nnc(SCc3nc4ccccc4c(=O)[nH]3)n2C)cc1,6.5%,-1.3%,-3.0,-1.8%,-9.1%,1.4%,8.0%,-2.9%,-5.1%,1.0%
CCc1ccc(-c2cc(C(=O)NN3CCOCC3)c3ccccc3n2)cc1,2.4%,-3.2%,3.4,-0.5%,-5.8%,-7.3%,11.6%,-0.3%,14.4%,2.6%
CC(C)(C)S(=O)N1Cc2cc(=O)n(Cc3ccccc3)c(CCO)c2[C@H]1CCO (some centres not stated),.,-10.8%,.,-3.9%,12.7%,.,.,6.9%,.,.
Cc1ccc2[nH]c(C(=O)O)c(NC(=O)CN3CCN(c4cccc(C)c4C)CC3)c2c1,?,-1.4%,-14.3,-4.8%,1.7%,0.0%,-21.8%,-6.7%,16.9%,12.4%
CC(C)N1CCc2c(sc(NC(=O)Cc3ccccc3)c2C(N)=O)C1,-25.6%,-4.0%,-1.1,0.4%,24.3%,-7.2%,.,81.5%[activator],14.6%,0.6%
Cc1cccc(OCC(=O)N2CCc3ccccc3C2)c1,-11.1%,6.5%,2.8,-2.8%,-21.0%,-0.2%,-28.4%,2.4%,-3.9%,-1.1%
O=C(N/N=C/c1cccnc1)c1ccc(NC(=O)c2ccccc2Cl)cc1,?,0.4%,4.2,-0.5%,-18.7%,1.6%,-2.5%,-0.8%,?,-2.5%
COC(=O)[C@H](C)NC(=O)NCc1ccc(S(N)(=O)=O)cc1,.,0.0%,3.0,6.0%,-17.9%,3.0%,-1.8%,3.8%,-1.4%,1.3%
CNc1ncc(C(=O)c2ccccc2)s1,13.0%,-1.0%,-8.4,-2.3%,11.3%[7.66 µM],2.9%,-4.5%,2.4%,?,0.6%
O=C(Nc1ccc2c(c1)OCCO2)N1CCN(c2ccc(F)cc2)CC1,-7.5%,4.1%,-10.9,-2.4%,15.2%,-7.0%,0.2%,-4.0%,-3.0%,-0.1%
CCOC(=O)Nc1nnc(-c2ccccc2OC)s1,-0.1%,-2.0%[46.1 µM],-11.2,-1.7%,-13.6%,-1.1%,-6.3%,4.2%,10.2%,-1.8%
O=C(NCCC1=CCCCC1)c1ccc([N+](=O)[O-])cc1,-28.2%,1.1%[46.1 µM],5.5,0.5%,10.2%,2.8%,-1.6%,4.4%,71.9%[activator],2.3%
CN(c1ccccc1)S(=O)(=O)c1cccc(NC(=O)CSc2nccc(=O)[nH]2)c1,.,-2.6%,-14.6,-1.3%,0.0%,.,.,1.4%,.,28.3%
O=C(Nc1ccc2c(c1)OCO2)c1cncc(Br)c1,-5.2%,0.6%,-10.6,-6.0%,0.0%,-0.4%,-0.9%,-0.6%,0.7%,-5.5%
CCCC(=O)Nc1ccc(C2C(=O)c3ccccc3C2=O)cc1,?,.,-1.2,0.7%,0.2%,-8.4%,-10.4%,7.7%,?,0.0%
COc1ccc(S(=O)(=O)N2CCCOC2CNC(=O)C(=O)NCCCN2CCOCC2)cc1 (configuration not stated),1.4%,0.2%,11.5,-2.2%,2.1%,-3.5%,4.9%,5.1%,-11.9%,-5.0%
COc1cc(NC(=O)Cn2cnc3sc(C)c(S(=O)(=O)N4CCOCC4)c3c2=O)cc(OC)c1OC,-9.5%,16.3%,48.2,0.2%,0.0%,-2.9%,-12.4%,2.6%,-8.3%,9.0%
CCOc1ccc(N2C(=O)/C(=C/c3ccccc3)N=C2SC)cc1,?,-2.9%,-4.2,-3.6%,-23.1%,-17.6%,8.8%,12.6%,2.2%,-1.5%
CCOC(=O)N1CCC(NC(=O)CN(c2ccc(C(C)C)cc2)S(=O)(=O)c2c(C)nn(C)c2C)CC1,-14.9%,0.1%,-11.4,0.9%,-3.5%,0.8%,3.7%,0.6%,4.1%,3.8%
CC(=O)N1c2ccc(S(=O)(=O)N3CCC(C(=O)NC4CCCCC4)CC3)cc2CC1C (configuration not stated),.,-3.5%,-0.6,0.2%,-47.0%[inhibitor],-0.4%,26.0%,-0.4%,-1.8%,-0.3%
CCc1c(C(=O)N/N=C/c2ccco2)nnn1-c1nonc1N,-22.1%,3.8%,-5.4,-2.3%,-9.4%,2.3%,5.5%,-1.5%,?,0.9%
CC(=O)c1c(C)[nH]c(C(=O)NCc2ccc(C)cc2)c1C,.,-3.5%,11.6,-8.4%,23.4%,-8.4%,-1.2%,0.9%,-2.2%,0.5%
COc1ccc(-c2noc(CCC(=O)N3CCN(c4ccccc4Br)CC3)n2)cc1,.,-5.9%[46.1 µM],-7.4,-3.7%,10.7%,.,.,-12.5%,.,10.6%
CCCCc1nc2sc3c(=O)[nH]cnc3c2c2c1CCCC2,.,-10.8%,-4.9,2.5%,24.8%,-2.4%,0.4%,1.5%,1.9%,-2.6%
COc1ccccc1NC(=O)c1ccccc1Nc1ccccc1,92.0%[activator],2.0%,5.6,2.8%,-20.6%,-7.6%,?,-1.9%,0.5%,1.3%
N/C(=N\OC(=O)N1CCOCC1)c1ccc(Br)cc1,12.9%,-2.0%,8.7,-1.0%,-53.3%,4.9%,-14.4%,7.3%,-21.0%,8.0%
COc1cccc(NS(=O)(=O)c2cc3c(cc2C)N(C(C)=O)CCO3)c1,-0.2%,14.2%,19.9,-2.5%,14.7%,0.5%,.,3.2%,0.4%,3.6%
OCCc1c[nH]c2ccc(C(F)(F)F)cc12,18.5%,17.2%,28.4,0.2%,2.4%,3.5%,-2.0%,8.9%,8.7%,-16.8%
COc1ccc(/C(O)=C2/C(=O)C(=O)N(Cc3cccnc3)C2c2ccccn2)cc1 (configuration not stated),-8.4%,-14.0%[46.1 µM],11.7,-6.3%,4.8%,2.2%,17.8%,4.3%,32.6%[activator],-3.7%
